Tb PYK inh: T. brucei pyruvate kinase inhibition; Q57TT1; TbPYK enzyme, Kinase-Glo Plus ATP luminescence, 45 min; Potency, µM (highest dose often 76.8 µM), without a hit: at the highest dose activity, negative = inhibition, hits mostly inhibitors; 410,000 tested, 0.12% active; AID 624173; active = well fitted inhibition curve with a large enough effect; inconclusive = small, poorly fitted or top-dose-only effect; also: nearly all actives have a fitted effect of over 50% in size
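Quantitative HTS: titrated library compounds versus trypanosomal pyruvate kinase in TEA buffer (pH 7.2) containing KCl, MgCl2, BSA and Tween-20. Reactions were initiated with ADP, 130 uM final. Kinase-Glo Plus luminescence was read after 45 min at RT.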
The depositor's hits bear a star; ? = inconclusive; & = joins results of further samples. % is scaled to controls: 0 for no effect and ±100 for the full control effect; potency is read from the fitted curve at half-maximal effect. These rows are one share of the data; the hit share may differ from the screen's.

smiles | Tb PYK inh
O=C(Nc1cccc2cccnc12)c1csc(COCCO)n1 | 3%
CC(C)C1C(=O)N(Cc2cn(CCC3OCCCO3)nn2)CCS(=O)(=O)N1Cc1ccc(-c2ccc(Cl)cc2)cc1 (stereo unspecified) | -7%
Cc1cc(C)c2c(CN(Cc3ccccc3)Cc3ccccc3)cc(=O)oc2c1 | 6%
COc1ccc(-c2csc(C(C)(O)c3cccc(OC)c3)n2)cc1 (stereo unspecified) | -14%
CSc1ncccc1C(=O)NNC(=O)c1csc(N2CCOCC2)n1 | -3%
C[C@@H](c1ccccc1)N1C[C@@H](COCc2ccccc2)Oc2cc(N3CCC[C@H]3C(N)=O)ccc2S1(=O)=O | -4%
CC(=O)N1CCN(S(=O)(=O)c2cccc(C(=O)N3CCN(S(=O)(=O)c4c(C)c(C)cc(C)c4C)CC3)c2)CC1 | 4%
Cc1cnc(CNC(=O)c2csc([C@H]3C[C@H](O)[C@@H](CO)O3)n2)cn1 | -2%
COc1ccc(CN(C)C(=O)C2CSC3(C)CCC(=O)N23)c(OC)c1 (stereo unspecified) | 3%
CC(C)CNC(=O)c1[nH]c(C(F)(F)F)nc1-c1ccccc1 | 8%
Cc1nc(N/N=C/c2cccnc2)cc(N2CCOCC2)n1 | 4%
CC1(C(=O)Nc2ccccc2F)CCN1C(=O)Cc1cc(F)ccc1F (stereo unspecified) | 3%
Cc1ccc(Cc2c(-c3ccc(F)cc3)nc3c(Cl)cc(C(F)(F)F)cn23)cc1 | 7%
Cc1nn(C)c2c1NC(=O)CS2 | 0%
Cc1c(Cc2ccccc2)[n+](=O)c2ccccc2n1[O-] | -1%
CCCCc1c(-c2ccccc2OC)ncn1Cc1ccc(Cl)cc1 | -6%
CC(=O)NC1CC2CCCC(C1)N2C(=O)Nc1c(C)cccc1C (stereo unspecified) | 0%
CCc1nc2ccc(C(=O)Nc3cc(-c4ccccc4)ccc3OC)cn2c1N(C)Cc1ccc(Cl)cc1 | -2%
COc1ccc(-c2ccc(C(=O)Nc3ccc(NC(C)=O)cc3)c3occc23)c(C)c1 | 0%
CCOC(=O)CCCCCC(=O)Nc1ccc2c(c1)C(=O)N([C@@H](C)CO)C[C@H](C)[C@H](CN(C)S(=O)(=O)c1ccc(OC)cc1)OCCCC[C@H](C)O2 | 1%
CC(=O)N1Cc2cc(C(=O)NCC(F)(F)F)nc(-c3cccc(-c4cc5ccccc5o4)c3)c2[C@H]1CCO | 4%
CC(C)Oc1ccc(F)cc1-c1cc(C(=O)NCc2cc(C(F)(F)F)cc(C(F)(F)F)c2)[nH]n1 | 0%
O=C1NCN(c2ccccc2)C12CCN(C(c1cccc3ccccc13)c1nnnn1Cc1ccccc1)CC2 (stereo unspecified) | 0%
CCc1nc2c(OCc3ccccc3)cccn2c1N(C)C(=O)Nc1ccccc1OC | 2%
CN(Cc1ccccc1)C(=O)C(=O)c1c[nH]c2ccccc12 | -14%
COCCCNC(=O)c1ccc2sc(C3=C[C@@H](O)[C@@H](O)[C@@H](CO)O3)nc2c1 | 5%
Fc1cccc(-c2ccc3c(c2)CNCc2cnnn2-3)c1 | -3%
O=C1c2ccccc2C(c2nnnn2Cc2ccccc2)N1Cc1cccs1 (stereo unspecified) | -2%&5%
CCCCCCN1C[C@@H](O)[C@H](n2cc(COC(=O)c3ccccc3)nn2)C[C@@H]1c1ccc(Cl)cc1 | -2%
O=C(c1ccc(-c2ccccc2)cc1)N1CCC2CC1c1cc(-c3ccc4c(c3)OCO4)ccc12 (stereo unspecified) | 1%
C[C@H]1CN([C@@H](C)CO)C(=O)c2cc(Br)cnc2O[C@@H]1CN(C)S(=O)(=O)c1cn(C)cn1 | -4%
CC1CN1c1cc2c(c3c1ccn3C)C1CCC2C1 (stereo unspecified) | -10%
CC1(C(=O)NS(=O)(=O)c2ccccc2Cl)CCN1C(=O)c1ccccc1CCc1ccccc1 (stereo unspecified) | 7%
COC(=O)c1ccc2nc(-c3ccc(C)cc3)c(Cc3ccc(OC)cc3C)n2c1 | 4%
CCCNC(=O)C1(C)CCCN(C(=O)C2(c3ccc(Cl)cc3)CCCC2)C1 (stereo unspecified) | 5%
O=C1NC(Cc2ccccc2)c2nc3ccc(Cl)cc3c(=O)n2-c2cc3ccccc3cc21 (stereo unspecified) | -1%
CCN(CC)C(=O)C1=C(C)N(CCCOC)C(=O)C(CC(=O)NC2CC2)C1 (stereo unspecified) | 1%
CC1=C(C(=O)N2CCOCC2)CC(CC(=O)NC2CCCC2)C(=O)N1Cc1ccc(F)cc1 (stereo unspecified) | 6%
CCNC(=O)C1(C)CCN(C(=O)c2ccc(F)c(Cl)c2)C1 (stereo unspecified) | -5%
O=C(CN1CCCc2ccccc21)Nc1cccc(S(=O)(=O)N2CCCC2)c1 | -12%

Structures shown so far containing two or more sulfur atoms (2):
smiles | Tb PYK inh
CSc1ncccc1C(=O)NNC(=O)c1csc(N2CCOCC2)n1 | -3%
CC(=O)N1CCN(S(=O)(=O)c2cccc(C(=O)N3CCN(S(=O)(=O)c4c(C)c(C)cc(C)c4C)CC3)c2)CC1 | 4%

(continued)
smiles | Tb PYK inh
CC1=C(C(=O)N(C)C)CC(CC(=O)NCCCCc2ccccc2)C(=O)N1Cc1ccc(F)cc1 (stereo unspecified) | 7%
C[C@H]1CN([C@@H](C)CO)C(=O)c2cc(Br)cnc2O[C@H]1CN(C)C(=O)c1ccccn1 | 12%
O=c1[nH]cnc2[nH]cc(CN3CCCCC3)c12 | 0%
CCCCCC(=O)N1C[C@H](O)[C@@H](n2cc(C3CC3)nn2)C[C@@H]1c1ccc(OC)cc1 | -2%
CCCCOCCCNC(=O)C[C@@H]1C[C@@]2(C(=O)OCC)CCC=C2N(Cc2ccccc2)C1=O | -4%
CCc1nc2ccc(C(=O)NCc3ccc(OC)cc3)cn2c1N(C)C(=O)Cc1ccccc1 | -7%
COc1ccc(OC)c(NC(=O)CCNS(=O)(=O)c2ccc3c(c2)CC(C)N3C(C)=O)c1 (stereo unspecified) | -7%
C[C@@H]1CN([C@@H](C)CO)C(=O)CCCn2nncc2CO[C@H]1CN(C)Cc1ccc(Cl)c(Cl)c1 | -8%
COc1cc2c(c(OC)c1OC)-c1c(cc3c(c1OC)OCO3)CC(C)C(C)(O)C2 (stereo unspecified) | 1%
O=C(N[C@H](CO)Cc1ccccc1)[C@H]1O[C@@H](n2ccc(=O)[nH]c2=O)[C@H](O)[C@@H]1O | 9%
Cc1cc(C)cc(C(O)c2ncc(-c3ccc4ccccc4c3)[nH]2)c1 (stereo unspecified) | -2%
CC1(C(=O)NS(=O)(=O)Cc2ccccc2)CCN1C(=O)Cc1ccccc1 (stereo unspecified) | -3%
CC1(C(=O)Nc2cccc(NS(C)(=O)=O)c2)CCN1Cc1ccccc1OC(F)F (stereo unspecified) | -4%
CCCCNC(=O)C[C@@H]1C[C@@]2(C(=O)OCC)CCC=C2N(Cc2ccccc2)C1=O | -4%
C[C@H]1CN(S(=O)(=O)c2ccc3c(c2)OCCO3)CCN1S(=O)(=O)c1c(F)cccc1F | -2%
CC(=O)Nc1ccc(CN(C)c2c(C)nc3ccc(C(=O)NCCCN4CCCC4=O)cn23)cc1 | -4%
O=C(O)Cc1ccccc1Oc1ccc(Cl)cc1Cl | 1%
COc1ccc(C(=O)NC[C@H]2O[C@@H](n3cnc4c(N)ncnc43)[C@H](O)[C@@H]2O)cc1OC | 6%
C[C@@H]1CN([C@H](C)CO)C(=O)CCCn2cc(nn2)CO[C@H]1CN(C)C(=O)Oc1ccc2ccccc2c1 | 6%
COc1ccccc1CN1CCCC2(CCN(C(=O)c3cnccn3)CC2)C1 | -3%
CN1OC[C@@H]2CN(S(=O)(=O)c3cccc4ccccc34)[C@H](c3ccc(-c4ccccc4)cc3)C[C@@H]21 | 4%
CCCCC[C@@H]1C=C(C(=O)OCC)[C@H](c2ccccc2)N1S(=O)(=O)c1ccc(C)cc1 | 6%
O=c1cc(CN(Cc2ccccc2)Cc2ccccc2)c2c(ccc3ccccc32)o1 | 0%
O=C(O)c1ccc(-c2noc(-c3cccc(C(F)(F)F)c3)n2)cc1 | -1%
Cc1cc2oc(=O)cc(CN3CCN(c4ccccc4)CC3)c2cc1Cl | -5%
NC(=O)c1cccc(-c2coc3c(C(=O)NCCc4ccccc4)cccc23)c1 | 0%
CC(C)(C)n1nnnc1C(c1cc2ccccc2o1)N1CCN(C(=O)OCc2ccccc2)CC1 (stereo unspecified) | -3%
Cc1ccc(S(=O)(=O)NN=CC=CC=NNS(=O)(=O)c2ccc(C)cc2)cc1 | ?
O=C1OC(c2ccc(F)cc2)CC1CN1CCOCC1 (stereo unspecified) | -1%
COc1ccc(C2=Nn3c(nnc3-c3ccccc3OC)SC2)cc1OC1CCCC1 | -17%
CCOC(=O)[C@]12CCC=C1N(CCC1=CCCCC1)C(=O)[C@H](CC(=O)N1CCCC1)C2 | 5%
Cn1c(N)c(C(=O)N2CCN(c3ccccc3)CC2)c(=O)n(C)c1=O | 5%
O=C1c2ccccc2C(c2nnnn2-c2ccc3c(c2)OCCO3)N1Cc1cccc(F)c1 (stereo unspecified) | -1%&-6%
O=c1c(CCc2ccccc2)nc2cnc(N3CCOCC3)nc2n1Cc1ccc(F)cc1 | 6%
O=C(NCC(=O)N1CCN(Cc2c(F)cccc2Cl)CC1)c1cccs1 | -6%
CCc1nc2ccc(C(=O)N3CCN(S(=O)(=O)CC)CC3)cn2c1N(C)C(=O)C1CCCCC1 | -1%
CC1(C(=O)Nc2cnc3ccccc3c2)CCN1C(=O)c1ccccc1CCc1ccccc1 (stereo unspecified) | 6%
O=S1(=O)CC(N2CCCC2)CN1Cc1cn(Cc2ccc(Cl)cc2)nn1 (stereo unspecified) | 3%
COC(=O)[C@]12CCCCC=C1N(Cc1ccc(Cl)cc1Cl)C(=O)[C@H](CC(=O)N1CCCC1)C2 | 10%
Cn1c(SCC(=O)N2CCCC2)nc2c(c1=O)SCC2 | 1%
Cn1c(=O)c2c(-c3ccccc3)n(-c3ccccc3)cc2n(C)c1=O | -11%
Nc1[nH]c(C(=O)c2ccccc2)c(-c2ccccc2Br)c1C(=O)NCCc1ccc(Cl)cc1Cl | 4%
O=c1c(-c2cccc(Cl)c2)nc2cncnc2n1Cc1ccc(F)cc1 | 2%
OCCNc1nc(Nc2ccccc2C(F)(F)F)nc(N2CCCC2)n1 | 0%
Cc1ccc(C(=O)N2CCC2(C)C(=O)NC(C)C)cc1 (stereo unspecified) | 1%
O=C1OCCC1=COCCCCOC=C1CCOC1=O | 4%
CCCCC(=O)N(C)c1c(CC)nc2c(OCCOC)cccn12 | -1%
COc1ccc(C(C)=O)cc1Cn1c(C)c(C(=O)NCc2ccc(C(F)(F)F)cc2)sc1=O | -4%
Cc1c(C(=O)NCc2ccc(C(F)(F)F)cc2)sc(=O)n1Cc1cccc(F)c1 | -3%
CC1(C(=O)NS(=O)(=O)c2cccc(F)c2)CCN1C(=O)c1cccc(F)c1 (stereo unspecified) | 5%
COc1ccc(-c2coc3c(C(=O)NCc4cccc(Cl)c4)cccc23)c(C)c1 | -11%
COc1ccc(NC(=O)C2(C)Cc3c(-c4ccc(N(C)C)cc4)ccnc3O2)cn1 (stereo unspecified) | 0%
CC(=O)Nc1ccc(CN2C(=O)C(Cc3ccccc3)ON=C2c2cccc(F)c2)cc1 (stereo unspecified) | 0%
CC(=O)Nc1ccc(NC(=O)c2ccc3sc([C@H]4C[C@H](O)[C@@H](CO)O4)nc3c2)cc1 | 0%
FC(F)(F)c1ccccc1Cc1c(-c2ccccc2)nc2ccc(Cl)cn12 | -8%
COc1ccc(-c2nc3cnc(N4CCOCC4)nc3n(CCC#N)c2=O)cc1 | -7%
CC(C)C[C@H]1CNC(=S)N1C[C@H]1CCCN1C[C@H](Cc1ccc(O)cc1)N1C[C@H](Cc2ccc(O)cc2)N(CC2CCCCC2)C1=S | 1%
O=C(OCCOc1ccccc1)c1cc(S(=O)(=O)N2CCOCC2)c(Cl)cc1Cl | 2%
CCOC(=O)[C@]12CCC=C1N(Cc1ccccc1)C(=O)[C@H](CC(=O)NCCCN1CCCC1=O)C2 | 1%
O=C(NCc1ccccc1)c1ccc(-c2ccc(F)c(F)c2)c2ccoc12 | 3%

A few values from above:
Reading of `O=S1(=O)CC(N2CCCC2)CN1Cc1cn(Cc2ccc(Cl)cc2)nn1` (stereo unspecified) in Tb PYK inh: 3%
Reading of `Cc1c(Cc2ccccc2)[n+](=O)c2ccccc2n1[O-]` in Tb PYK inh: -1%

The results go on.
smiles | Tb PYK inh
CCCCOCCCNC(=O)C[C@@H]1C[C@@]2(C(=O)OCC)CCC=C2N(Cc2cccc3ccccc23)C1=O | -1%
C=CCNc1nc(NCc2ccc(NC(C)=O)cc2)c2sc(-c3ccccc3)cc2n1 | -3%
Cn1nc(C(C)(C)C)cc1C(=O)N1CCC(C)(C(=O)NS(=O)(=O)C2CC2)C1 (stereo unspecified) | -1%
CCOC(=O)C1(C)CCN1C(=O)c1oc2ccccc2c1C (stereo unspecified) | -7%
CCc1nc2ccc(C(=O)NCCCN3CCCC3=O)cn2c1N(C)Cc1ccc(OC)cc1 | 0%
Cc1cc(Cl)ccc1C(O)c1ncc(-c2ccc(C(F)(F)F)cc2)[nH]1 (stereo unspecified) | 8%
CC1(Cc2ccccc2F)C(=O)Nc2c(Cl)ccc(Cl)c21 (stereo unspecified) | -1%

High-throughput results as filed in PubChem BioAssay.
